# AmpC inh det: AmpC beta-lactamase inhibition, detergent assay | purified AmpC, nitrocefin hydrolysis with detergent | P00811 | AID 584 | Potency, µM (doses to about 28.7 µM), without a hit: at the highest dose activity change, negative = inhibition | 71,000 tested, 0.09% active; active means well fitted curve in the direction sought with a large enough effect
# Target sequence (P00811 whole entry, looked up): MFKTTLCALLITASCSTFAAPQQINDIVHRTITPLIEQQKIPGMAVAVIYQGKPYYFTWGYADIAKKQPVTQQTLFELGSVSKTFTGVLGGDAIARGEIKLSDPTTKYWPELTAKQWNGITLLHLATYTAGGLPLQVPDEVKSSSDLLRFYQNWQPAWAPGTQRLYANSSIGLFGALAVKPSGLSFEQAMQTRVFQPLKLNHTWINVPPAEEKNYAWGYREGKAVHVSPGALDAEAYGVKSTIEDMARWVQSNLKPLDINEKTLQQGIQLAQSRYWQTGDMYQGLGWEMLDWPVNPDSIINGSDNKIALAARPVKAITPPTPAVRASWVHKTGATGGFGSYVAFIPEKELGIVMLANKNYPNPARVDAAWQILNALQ
#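 E. coli AmpC (5.3 nM) in 20 mM phosphate pH 7.0 with 0.01% Triton X-100, preincubated 15 min RT with compound; nitrocefin (2 uL of 800 uM stock) hydrolysis followed by 480 nm absorbance every 20 s over 4 min.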
# * = called active by the depositor; & = joins results of further samples; [ ] = remark or other dose. On the % scale 0 is the no-effect control and ±100 the full control effect; potency means the concentration at half of the fitted maximal effect.
item	SMILES	AmpC inh det
1	O=C1CCCC2=C1C(c1ccc3c(c1)OCO3)c1c([nH]n(-c3ccccc3)c1=O)N2 (stereo not given)	15%
2	CCCN1CN(Cc2ccco2)c2nc3ccccc3n2C1	0%
3	CCOC(=O)c1ccccc1N1C(=O)CSC1=S	20%
4	CC1CC(=O)c2cnc(Nc3cccc(C(F)(F)F)c3)nc2C1 (stereo not given)	1%
5	Fc1cc2nc(-c3ccncc3)[nH]c2cc1F	1%
6	CCc1cc(=O)oc2cc(C)c3c(C)coc3c12	-4%
7	Cn1c(CNC(=O)Nc2ccccc2)nnc1SCc1ccccc1	-1%
8	COC(=O)c1ccc(-n2nnnc2SCC(=O)NCc2cccc(C(=O)O)c2)cc1	-2%
9	BrC(Br)C(Br)Br	10%
10	COC(=O)c1ccc(OC)c(CSc2nnc(COc3cccc(C)c3)o2)c1	6%
11	CNC(=O)c1cc2ccc(OC)cc2oc1=O	-3%
12	Cc1csc2nc(CNC(=O)C3CC=CCC3C(=O)O)cn12 (stereo not given)	12%
13	Cc1ccc(S(=O)(=O)N2CC(=NO)C2)cc1	-4%
14	Cn1c(CSCc2ccc(F)cc2)nnc1SCC(=O)Nc1nccs1	-6%
15	COc1ccc(C(=O)Nc2cccc(OC)c2)cc1	-2%
16	Cc1cc(=O)n2c(-c3ccccc3C)n[nH]c2n1	-5%
17	O=c1cnc2cnc(Oc3ccccc3)nc2n1CCc1ccccc1	1%
18	CN1C(=O)C(C2(C#N)CCCCC2)C(=O)N(C)C1=O	-1%
19	COC(=O)/C=c1\sc2ncnn2c1=O	-4%
20	CCN(C(=O)c1ccc(C(C)(C)C)cc1)c1nnc(Cn2nnc3ccccc32)s1	3%
21	COc1ccc(C2C(C(=O)Nc3ccccn3)=C(C)Nc3ncnn32)c(OC)c1 (stereo not given)	10%
22	CCn1nnnc1Oc1ccc(Cl)cc1	-4%
23	CCn1c(SCC(=O)c2ccc(OC)cc2)nnc1C(C)NC(=O)c1ccc(OC)cc1 (stereo not given)	-6%
24	O=S(=O)(c1ccccc1)c1cccc(S(=O)(=O)N2CCCCC2)c1	-2%
25	CC(C)(Sc1ccc(CCN(CCCCC2CCCCC2)C(=O)NC2CCCCC2)cc1)C(=O)O	-4%&-5%
26	CC(C)OCCCNC(=O)CCN1C(=O)COc2ccccc21	-4%
27	CCOC(=O)CSc1nnc(CNC(=O)c2cccs2)n1Cc1ccccc1	11%
28	COc1cc2c(C#N)c(N3CCN(c4ccccc4OC)CC3)nc(N)c2c(N)n1	-7%
29	CCOC(=O)c1sc2ncnc(N3CCN(C(=O)OCC)CC3)c2c1C	0%
30	Cc1ccc(NC(=O)C(C)Sc2nnc(-c3cccnc3)o2)cc1 (stereo not given)	-5%
31	CN1CCN(c2nc(Nc3cccc(C(F)(F)F)c3)nc(N3CCOCC3)n2)CC1	-6%
32	O=C(Nc1ccccc1N1CCCCC1)c1cccc(F)c1	-2%
33	CCOC(=O)c1nnn(CC(=O)Nc2cc(F)ccc2F)c1C(=O)OCC	-2%
34	CCOc1cc(N2CCOCC2)c(OCC)cc1NC(=O)c1nc2nc(C)cc(C)n2n1	0%
35	Cc1ccccc1N(C)S(=O)(=O)c1ccc2[nH]cc(C(=O)NCC3CCCO3)c(=O)c2c1 (stereo not given)	0%
36	COc1ccc(C(=O)N2CCCC2)cc1S(=O)(=O)N1CCOCC1	-1%
37	CCOC(=O)c1c(NC(=O)COC(=O)c2c(C)noc2C)sc2c1CCC2	-2%
38	COc1cc(C(=O)OCC(=O)N(C)Cc2ccccc2)cc(OC)c1OC	9%
39	COCCn1c(Sc2ccc(C)cc2)nc2c1c(=O)[nH]c(=O)n2C	-5%
40	O=C(NCCCn1ccnc1)c1noc2c1CCc1ccccc1-2	-6%
41	O=C(Cc1cc(=O)[nH]c(=O)[nH]1)NCC1CCCO1 (stereo not given)	9%
42	Cc1cc(C)nc(SCC(=O)OCN2C(=O)c3ccccc3C2=O)n1	-3%
43	CSc1nc2c(c(-c3ccc(O)cc3)c1C#N)CCC2	-7%
44	Cc1ccc(C2NC(=O)c3c(sc4c3CCN(C)C4)N2)s1 (stereo not given)	0%
45	CC1(C)CC2CC(C)(CN2C(=O)COC(=O)c2ccc(Cl)cc2N)C1 (stereo not given)	10%
46	O=C(NCc1ccccc1)[C@H]1C[C@@H]1[C@H](NP(=O)(c1ccccc1)c1ccccc1)c1ccccc1	2%
47	CCN(CC)C(=O)CN1C(=O)C2CC=C(Cl)CC2C1=O (stereo not given)	-1%
48	CCOc1ccc2nc(NCCNS(=O)(=O)c3ccccc3)c(C#N)cc2c1	7%
49	O=C(Nc1ccc(Cl)cc1)N1CCC(c2nc(-c3ccc(F)cc3)no2)CC1	-2%
50	CCc1cc2c(NCc3ccco3)ncnc2s1	4%

# The list continues.
item	SMILES	AmpC inh det
51	Cn1nc(N)c2c1N=P(N1CCOCC1)(N1CCOCC1)N=C2c1ccccc1	-1%
52	CC(=O)N1CCC[C@@]2(CCN(Cc3nccs3)C2)C1	-6%
53	CCOC(=O)c1cc(NC(=O)c2cc(C)on2)cc(C(=O)OCC)c1	1%
54	COc1ccc(C(=O)CSc2nnc(-c3ccccc3)o2)cc1	-5%
55	CC(C)(C)n1nc2c(c1NC(=O)c1ccco1)CS(=O)C2 (stereo not given)	-2%
56	CCN(CC)c1ccc(C=N/C(C#N)=C(\N)C#N)cc1	0%
57	CCSc1nnc(-c2cccc(S(=O)(=O)N(CC)CC)c2)n1Cc1ccccc1	-2%
58	COc1ccc(-c2noc(CN(C)S(=O)(=O)c3ccc(Cl)cc3)n2)cc1OC	-5%
59	Nc1ccccc1C(=O)Nc1cccc(C(=O)O)c1	0%
60	O=c1c(-c2ccccc2)nc2cncnc2n1-c1ccccc1	-1%
61	CCCC(=O)c1cc(-c2nc3ccccc3n2C)n(C)c1	-4%
62	COc1ccccc1N1CCN(C(c2ccc(C)cc2)c2nnnn2C(C)C)CC1 (stereo not given)	2%
63	Cc1cc(C)n(-c2nc3ccccc3c(=O)n2OC2CCCCC2)n1	-2%
64	Nn1c(SCC(=O)NC(=O)NC2CCCC2)nnc1-c1ccccc1F	5%
65	COc1ccc(C)cc1NC(=O)CN1CCN(S(=O)(=O)c2ccc(C(C)C)cc2)CC1	-6%
66	C(=N\c1nccs1)/Nc1nccs1	3%
67	Cc1cc(C(=O)N[C@H](c2ccccc2)[C@@]2(C)C[C@@H]2[C@@H](C)C(=O)Nc2ccc3ccccc3c2)no1	2%
68	Cc1n[nH]c(C)c1SCC(=O)Nc1ccc(F)cc1	-4%
69	Nc1nc(Nc2ccccc2)nc2ccccc12	3%
70	CCN(C(=O)Cn1c(=O)oc2ccccc21)c1cccc(C(F)(F)F)c1	-2%
71	CCOc1ccc2nc3sc(C(=O)N4CCN(C)CC4)c(N)c3cc2c1	-5%
72	C=CCn1c(C)c(C(C)=O)c(N2CCOCC2)nc1=S	4%
73	COc1cc(C)nc(NCc2ccccc2)n1	0%
74	Cc1nc2nc(C)n(-c3ccccc3)c2s1	7%
75	Cc1ccc(-c2nc(CS(=O)CC(=O)N3CCN(c4ncccn4)CC3)c(C)o2)cc1 (stereo not given)	4%
76	CCOC(=O)NC1C=CS(=O)(=O)C1 (stereo not given)	3%
77	CC(C)c1ccc(N2C(=O)[C@@H]3Cc4ccccc4CN3C2=O)cc1	-4%
78	CS(=O)(=O)N1CCC2(CC1)CN(C(=O)Nc1cccc(C#N)c1)C2	8%
79	CCOC(=O)c1c(Nc2ccccc2N)cc(C)nc1C	-1%
80	CCn1nc(C(=O)Nc2ccc(S(=O)(=O)Nc3nccs3)cc2)c2ccccc2c1=O	16%
81	O=C(c1ccc2snnc2c1)N1CCN(c2ccccn2)CC1	8%
82	Cn1c(=O)c2c(nc(Oc3ccc4c(c3)OCO4)n2Cc2ccc(Cl)cc2)n(C)c1=O	-3%
83	Cc1ccc2oc(=O)c3cnn(CC(=O)NCCC(C)C)c3c2c1	5%
84	CN(C)C(=O)c1ccc(-c2cncnc2NCCc2cnc[nH]2)cc1	-18%
85	COc1ccc(OC)c(S(=O)(=O)N(C)CC(=O)Nc2ccccc2OC)c1	-4%
86	CCCN1C2CCCC1CC(NC(C)=O)C2 (stereo not given)	-3%
87	CCCn1c(C)cc(C(=O)COc2ncnc3sccc23)c1C	-6%
88	CCOC(=O)N1CCN(S(=O)(=O)c2ccc(F)c(C(=O)Nc3cccc(C)c3C)c2)CC1	-1%
89	O=C(CSc1nnc(-c2ccccc2)o1)N1CCOCC1	-3%
90	CCn1nc(C(=O)N2CCN(Cc3ccc4c(c3)OCO4)CC2)c2ccccc2c1=O	-4%
91	Cn1c(=O)[nH]c(=O)c2c1nc(SCC(O)CO)n2Cc1ccccc1Cl (stereo not given)	12%
92	CCOc1ccccc1Oc1ccc(C(F)(F)F)cn1	-3%
93	COc1ccc(OC)c(NC(=O)c2cc(S(=O)(=O)NCc3ccco3)ccc2F)c1	1%
94	S=c1[nH]nc(-c2ccc(Br)cc2)n1Cc1ccco1	-4%
95	O=C(O)CCc1n[nH]c(=S)[nH]c1=O	12%
96	CCOC(=O)c1c(N)nn(C(=O)C(C)(C)C)c1-c1ccccc1	-4%
97	Cc1ccc(CNC(=O)c2nnn(-c3cccc(C)c3)c2N)cc1	-2%
98	O=C(Nc1cccc(OC(=O)N2CCOCC2)c1)N1CCOCC1	-3%
99	CN(C)S(=O)(=O)c1ccc(C(=O)OCC(=O)NC(=O)NCc2ccccc2)cc1	-5%
100	O=C(Nc1ccccn1)NC1CCS(=O)(=O)C1 (stereo not given)	-3%

# Continued, starting with the last 4 of the part before.
item	SMILES	AmpC inh det
97	Cc1ccc(CNC(=O)c2nnn(-c3cccc(C)c3)c2N)cc1	-2%
98	O=C(Nc1cccc(OC(=O)N2CCOCC2)c1)N1CCOCC1	-3%
99	CN(C)S(=O)(=O)c1ccc(C(=O)OCC(=O)NC(=O)NCc2ccccc2)cc1	-5%
100	O=C(Nc1ccccn1)NC1CCS(=O)(=O)C1 (stereo not given)	-3%
101	O=C(Nc1c2c(nn1-c1ccc(Cl)cc1)CS(=O)(=O)C2)c1ccc2c(c1)OCO2	-4%
102	CCCC(=O)c1ccc(N2CCN(C(=O)OCC)CC2)c(F)c1	-3%
103	CCN1CCN(Cc2nc3c(c(=O)[nH]c(=O)n3C)n2Cc2ccccc2Cl)CC1	7%
104	CC(C)(OO)c1ccccc1	9%
105	Cn1c(=O)c2c(nc(CN3CCc4ccccc4C3)n2Cc2ccc(F)cc2)n(C)c1=O	18%
106	CC1CCCC(C)N1C(=O)CSc1nnc(CSc2ncccn2)n1C (stereo not given)	1%
107	CCCCn1c(SCC(=O)Nc2cc(C)on2)nc2c1c(=O)n(C)c(=O)n2C	10%
108	CCOc1ccc(C(=O)NCc2ccncc2)cc1	3%
109	N#CC(Br)Br	11%
110	O=C(NCc1cccs1)C1CC(c2ccccc2O)=NO1 (stereo not given)	-4%
111	CCCCN(CCCC)C(=O)CSc1nnc(-c2cc(OC)c(OC)c(OC)c2)o1	-6%
112	CCOC(=O)c1nnn(-c2nonc2N)c1CNC(C)C	-6%
113	CCOC(=O)N1CCC(N2CCN(S(=O)(=O)c3ccc(NC(C)=O)cc3)CC2)CC1	-8%
114	O=C(Oc1cccc2cccnc12)c1ccc(Br)o1	-1%
115	COCCn1c(=O)cnc2cnc(Oc3ccccc3)nc21	-3%
116	O=C(c1ccccc1)N(Cc1ccc2c(c1)OCO2)Cc1nc2ccccc2c(=O)[nH]1	-1%
117	COc1ccccc1Oc1nc2c(c(=O)n(Cc3ccccc3F)c(=O)n2C)n1C	0%
118	CCOc1ccc(C2N(c3ccc(F)cc3)C(=O)C3CCCN32)cc1OC (stereo not given)	6%
119	Cc1cnc(CNc2ccnc(-c3cccc(NS(C)(=O)=O)c3)n2)cn1	8%
120	CCC(C)(C)n1nnnc1C(c1ccncc1)N1CCN(c2cccc(OC)c2)CC1 (stereo not given)	1%

# Some of these compounds in order of heavy-atom count, largest number first.
item	SMILES	AmpC inh det
115	COCCn1c(=O)cnc2cnc(Oc3ccccc3)nc21	-3%
112	CCOC(=O)c1nnn(-c2nonc2N)c1CNC(C)C	-6%
114	O=C(Oc1cccc2cccnc12)c1ccc(Br)o1	-1%

# Next compounds
item	SMILES	AmpC inh det
121	C=CCSc1nnc(CSc2nc3sc4c(c3c(=O)[nH]2)CCCC4)n1-c1ccccc1	5%
122	Cn1c(N2CCCCC2)nc2c1c(=O)[nH]c(=O)n2C	9%
123	CCCc1nc2ccccc2c(=O)n1/N=C/c1ccccc1O	-8%
124	C[C@@H]1C[C@H](OC(=O)[C@@H](O)c2ccccc2)CC(C)(C)N1C	0%[12.8 µM]
125	CCOC(=O)c1c(NC(=O)CSc2nnc(-c3ccccc3C)n2C)sc(C(C)=O)c1C	-2%
126	CCc1ccc(C(=O)CSc2n[nH]c(C)n2)cc1	-2%
127	CCOC(=O)c1sc2nc(C)cc(C)c2c1NC(=O)c1ccco1	1%
128	c1cc(-c2sc(-c3ccncc3)c(-c3ccncc3)c2-c2ccncc2)ccn1	-3%[5.75 µM]
129	Cc1ccc(N2C(=O)CSC23C(=O)Nc2ccccc23)cc1 (stereo not given)	-3%
130	CC(C(N)=O)N1C(=O)C2C3C=CC(C3)C2C1=O (stereo not given)	-4%
131	COc1ccc(NC(=O)c2cccs2)cc1O	-4%
132	C=CCN1CCN(C(c2ccc(OC)c(OC)c2)c2nnnn2C(C)(C)C)CC1 (stereo not given)	13%
133	Oc1c(C(c2ccccn2)N2CCOCC2)ccc2cccnc12 (stereo not given)	-3%
134	COc1cccc(-c2ccc3ncnc(N4CCNCC4)c3c2)c1	9%
135	COc1cccc(C2CC(C(F)(F)F)n3ncc(C(=O)NCc4ccco4)c3N2)c1 (stereo not given)	-2%
136	O=C(CSCCSCC(=O)c1ccco1)c1ccco1	-9%
137	O=c1cc(NCCO)c2ccccc2o1	11%
138	COC(=O)N1CCC2(CC1)CN(C(c1ccccc1)c1ccccc1)C2	-2%

# Compound activity as filed in PubChem.

# Not all compounds are listed; count on the stated rates, not on these rows.
